Epigenetic reg = regulators of epigenetic silencing causing reporter derepression in mouse cells. murine LDR cells, GFP reporter derepression, 30 h. Potency, µM (titrated, usually from 53.9 µM), for inactives: top-dose GFP activation, usual class: activators. 280,000 tested, 0.2% active; further: potency means the concentration at half of the fitted maximal effect; % of control where 0% means no effect; nearly all actives have a fitted effect of over 60% in size
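GFP-positive cell count by laser-scanning cytometry (objects 20–120 um) after 30 h, 37 C compound exposure of murine LDR cells; reporter is CMV-GFP integrated at a silenced locus, inducible by HDAC or DNMT inhibitors.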
NPSR antag = blocks cAMP signaling of the human neuropeptide S receptor; AID 1461; 220,000 tested, 1% active; Potency, µM (highest dose often 38.3 µM), for inactives: at the top dose activity change, negative = inhibition, hits mostly inhibitors; CHO-NPSR cells, cAMP TR-FRET, antagonist mode; further: potency means the concentration at half of the fitted maximal effect; on the % scale 0 is the no-effect control and ±100 the full control effect; nearly all actives have a fitted effect of over 50% in size; many of its hits are not listed in these tables
Tau fibril FP = inhibitors of human tau fibril formation. P10636. 280,000 tested, 0.39% active. K18 P301L tau heparin fibrillization, Alexa594 FP, 6 h. Potency, µM (top dose mostly 57.7 µM), inactives show at the highest dose activity, negative = inhibition, actives largely listed as inhibitors; further: potency means the concentration at half of the fitted maximal effect; on the % scale 0 is the no-effect control and ±100 the full control effect; nearly all actives have a fitted effect of over 55% in size
Target sequence (P10636 561-689 P618L limits assumed): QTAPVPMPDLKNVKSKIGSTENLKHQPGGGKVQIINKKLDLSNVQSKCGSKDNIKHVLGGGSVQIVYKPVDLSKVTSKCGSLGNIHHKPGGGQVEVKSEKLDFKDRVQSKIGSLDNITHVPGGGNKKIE
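K18 P301L tau (15 uM unlabeled/0.24 uM Alexa 594-labeled, final) + compound + heparin 20 uM final; 100 mM NaOAc pH 7; 6 hr 37 C; ThT 30 uM final added, 1 hr RT; FP ex 555/em 632 nm.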
Tau fluor cs = counter-screen for tau fibril formation inhibitors; tau K18 P301L Alexa594 fluorescence, heparin fibrillization; Potency, µM (series often up to 57.7 µM), for the others: top-dose activity change, negative = decrease; 280,000 tested, 0.93% active; AID 1463; further: potency means the concentration at half of the fitted maximal effect; on the % scale 0 is the no-effect control and ±100 the full control effect; nearly all actives have a fitted effect of over 55% in size
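Human tau K18 P301L (15 uM unlabeled, 0.24 uM Alexa 594-labeled) in 100 mM sodium acetate pH 7 with 20 uM heparin, 6 hr at 37 C. ThT 30 uM added, 1 hr ambient; Alexa 594 FP and total fluorescence read at 555/632 nm.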
TRb SRC2 PPI = disrupts binding of human TR beta to SRC2. TRbeta-SRC2 peptide binding, fluorescence polarization; receptor liganded with 1 µM T3. Potency, µM (series often up to 106 µM), for the others: at the top dose activity change, negative = inhibition, most hits filed as inhibitors. 280,000 tested, 0.065% active;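 further: potency means the concentration at half of the fitted maximal effect; plate controls were bound peptide for no effect and peptide without receptor for full effect; nearly all actives have a fitted effect of over 50% in size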
Target sequence (P10828 whole entry, looked up): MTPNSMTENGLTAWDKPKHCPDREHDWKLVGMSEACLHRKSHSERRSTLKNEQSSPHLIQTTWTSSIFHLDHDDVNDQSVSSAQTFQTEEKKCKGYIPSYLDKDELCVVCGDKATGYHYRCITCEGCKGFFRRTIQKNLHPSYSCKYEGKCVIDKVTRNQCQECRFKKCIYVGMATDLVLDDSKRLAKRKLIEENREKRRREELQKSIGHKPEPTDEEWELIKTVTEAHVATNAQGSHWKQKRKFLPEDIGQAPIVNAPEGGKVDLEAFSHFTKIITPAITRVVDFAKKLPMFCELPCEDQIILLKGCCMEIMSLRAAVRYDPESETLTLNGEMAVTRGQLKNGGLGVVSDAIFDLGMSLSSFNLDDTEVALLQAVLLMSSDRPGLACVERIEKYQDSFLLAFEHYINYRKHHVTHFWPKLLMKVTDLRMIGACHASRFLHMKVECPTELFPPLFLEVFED
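Polarization signal, normalized between peptide-alone and full complex controls, measured compound effects on T3-liganded human TRb LBD (0.6 uM) binding 20 nM Texas Red SRC2 peptide after 5 hr.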
TexasRed fluor = alters Texas Red total fluorescence, flagging assay interference. TRb/SRC2 Texas Red total fluorescence interference. Potency, µM (series often up to 106 µM), without a hit: top-dose fluorescence change, negative = quenching. 280,000 tested, 0.29% active; active means well fitted curve in either direction with a large enough effect; inconclusive means small, poorly fitted or top-dose-only effect; further: potency means the concentration at half of the fitted maximal effect; on the % scale 0 is the no-effect control and ±100 the full control effect
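Flags fluorescent or light-absorbing compounds by total fluorescence, S + 2P, at 555 nm excitation and 632 nm emission. Mixture: 20 nM Texas Red SRC2 peptide, 0.6 uM human TRb LBD, 1 uM T3, 5% DMSO; compound exposure 5 h at ambient temperature.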
CBFb RUNX1 block = blocks binding between human CBF-beta and RUNX1; Q01196+Q13951; AlphaScreen CBFb-His/RUNX1-biotin binding, biochemical; Potency, µM (highest dose often 59.8 µM), for inactives: at the top dose activity, negative = inhibition, hits mostly inhibitors; 230,000 tested, under 10 active; further: % of control where 0% means no effect
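AlphaScreen proximity signal reports loss of binding between His-tagged CBF-beta and biotin-labelled RUNX1, each at 30 nM. Proteins are pre-associated for 20 minutes, compounds added for 15 minutes, then beads for 90 minutes, all at ambient temperature.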
GLA spleen mod = inhibits or activates alpha-galactosidase in human spleen homogenate | Potency, µM (highest dose often 80 µM), for inactives: top-dose activity change, negative = inhibition, hits mostly inhibitors | human spleen homogenate, 4MU-alpha-Gal fluorescence, 40 min | P06280 | 240,000 tested, 0.008% active;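 further: potency means the concentration at half of the fitted maximal effect; 0% = enzyme with vehicle and -100% = no enzyme basal signal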
Target sequence (P06280 32-429 limits assumed): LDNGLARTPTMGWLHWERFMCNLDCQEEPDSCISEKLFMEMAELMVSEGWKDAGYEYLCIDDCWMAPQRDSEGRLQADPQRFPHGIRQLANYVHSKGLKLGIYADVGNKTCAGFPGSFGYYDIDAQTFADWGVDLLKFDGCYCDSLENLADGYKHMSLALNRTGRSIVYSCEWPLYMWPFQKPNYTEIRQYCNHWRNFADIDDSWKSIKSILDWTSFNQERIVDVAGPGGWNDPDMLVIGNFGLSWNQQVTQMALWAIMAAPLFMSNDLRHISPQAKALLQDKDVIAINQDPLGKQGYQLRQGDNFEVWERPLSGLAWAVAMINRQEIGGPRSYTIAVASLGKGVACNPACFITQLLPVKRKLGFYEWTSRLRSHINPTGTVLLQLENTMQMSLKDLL
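Fluorogenic readout (Ex 365/Em 440 nm) of 4-methylumbelliferone released from 1 mM 4-MU-alpha-galactoside by spleen homogenate, 40 min at 37C, pH 5.0. Data normalized to no-enzyme and enzyme controls; Hill-equation AC50 from compound titrations.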
Starred values were filed as active, the others as inactive; ? = inconclusive; . = not tested or not shown; & = joins results of further samples; [ ] = remark or other dose. Unless noted, the call rests on the fitted dose curve; in most records, active means well fitted curve in the direction sought with a large enough effect; inconclusive means small, poorly fitted or top-dose-only effect, or another doubt; inactive means no such curve, though single readings can be large; an effect the other way counts as inactive or inconclusive. Only part of the results is shown (hit frequency here may not be typical).

Abbreviations – A = Epigenetic reg; B = NPSR antag; C = Tau fibril FP; D = Tau fluor cs; E = TRb SRC2 PPI; F = TexasRed fluor; G = CBFb RUNX1 block; H = GLA spleen mod
CCCN1Cc2cccc(C(=O)NCc3ccccc3OC)c2C1=O
  A: 4.1% | B: -13%[46.1 µM] | C: 7% | D: -6% | E: -4% | F: 0% | G: 6% | H: 4%
CN(C(=O)COC(=O)COc1ccccc1F)C1CCS(=O)(=O)C1 (stereo unspecified)
  A: -4.5% | B: -1%[46.1 µM] | C: 4% | D: 11% | E: -15% | F: -1% | G: 3% | H: -7%
COc1ccc2c(c1OC)C[N+]1([O-])CCc3cc4c(cc3C1C2)OCO4 (stereo unspecified)
  A: 1.6% | B: 9% | C: -1% | D: 8% | E: -2% | F: -3% | G: 14% | H: -3%
O=C1C(Cc2ccccc2O)NC(=S)N1c1ccccc1 (stereo unspecified)
  A: 5.5% | B: -11% | C: 1% | D: 2% | E: 6% | F: -1% | G: 4% | H: 9%
CC(=O)Nc1ccc(-c2csc(Nc3cccc(C)n3)n2)cc1
  A: -1.0% | B: -6% | C: 8% | D: 20µM*[quencher] | E: 6% | F: -7% | G: -7% | H: -4%
O=S(=O)(c1ccc(-c2csc(-c3cccnc3)n2)cc1)N1CCCCC1
  A: 0.0% | B: ? | C: -6% | D: -30% | E: -6% | F: 0% | G: 9% | H: 9%
O=c1c(Cl)c(NCc2ccc(F)cc2Cl)cnn1C12CC3CC(CC(C3)C1)C2
  A: -1.0% | B: -39% | C: -3% | D: 5% | E: -11% | F: -1% | G: 3% | H: -4%
N=c1c2cn[nH]c2nc(SCC(=O)c2ccc(Br)cc2)n1-c1ccc(Br)cc1
  A: -1.4% | B: -25% | C: ? | D: -6% | E: 4% | F: -2% | G: -18% | H: 1%
COc1ccc(NC(=O)CSc2nccc(C)n2)cc1
  A: 0.0% | B: 2%[46.1 µM] | C: 1% | D: -2% | E: 4% | F: 2% | G: 3% | H: -9%
CCCc1nn(C)c(C(=O)Nc2cccc(Cl)c2)c1Cl
  A: -1.1% | B: -28% | C: -9% | D: -10% | E: 2% | F: -3% | G: -3% | H: -9%
COc1ccc(N2C(=O)CC(S/C(N)=N/N=C/c3ccnc4ccccc34)C2=O)cc1 (stereo unspecified)
  A: -1.1% | B: 2% | C: 1% | D: -22% | E: 3% | F: -1% | G: 7% | H: 0%
CCn1c(CSc2nc3ccccc3s2)nnc1SCC(=O)NCC(=O)OC
  A: 2.7% | B: -6%[46.1 µM] | C: 2% | D: -5% | E: 4% | F: 0% | G: 2% | H: -1%
Cc1nn(Cc2ccc([N+](=O)[O-])cc2)c(=O)n1-c1ccccc1
  A: -2.2% | B: -6%[46.1 µM] | C: 2% | D: -11% | E: 9% | F: -3% | G: -1% | H: -2%
CCOC(=O)c1[nH]c2c(c1C)C(=O)CC(c1ccc(F)cc1)C2 (stereo unspecified)
  A: -0.8% | B: 9%[46.1 µM] | C: -1% | D: 2% | E: 8% | F: 0% | G: 7% | H: 4%
CCOc1ccc(Nc2cc(C)nc(-n3nc(C)cc3C)n2)cc1
  A: 1.0% | B: ? | C: 3% | D: -21% | E: -4% | F: -2% | G: -13% | H: -2%
COC(=O)c1ccc(NC(=O)c2snnc2-c2ccccc2)cc1
  A: -0.1% | B: -22% | C: -13% | D: ? | E: 3% | F: -4% | G: 4% | H: 2%
COCC(C)OC(=O)/C(C#N)=C\c1coc2ccc(C)cc2c1=O (stereo unspecified)
  A: -1.9% | B: -22% | C: 0% | D: -10% | E: -6% | F: -5% | G: -6% | H: -6%
COc1ccc(NCc2nn(CC(=O)c3ccc(Br)cc3)c3[n+]2CCCCC3)cc1
  A: -0.6% | B: -27% | C: -7% | D: -17% | E: 2% | F: 2% | G: ? | H: -3%
Cc1n[nH]c(C)c1C(=O)CC1(O)C(=O)N(CCc2ccccc2)c2ccc(Br)cc21 (stereo unspecified)
  A: 0.0% | B: -23%[46.1 µM] | C: 12% | D: -10% | E: 3% | F: -2% | G: -4% | H: -2%
CCCCNC(=O)C(CC)Sc1nnc(-c2ccc(F)cc2)c(-c2ccc(F)cc2)n1 (stereo unspecified)
  A: -0.5% | B: . | C: -9% | D: -1% | E: 3% | F: -1% | G: . | H: .
CCOC(=O)C1(Cc2cccc(OC)c2)CCCN(Cc2cc(C(C)C)n[nH]2)C1 (stereo unspecified)
  A: 2.4% | B: 32% | C: -2% | D: -5% | E: -9% | F: -4% | G: 2% | H: -8%
CCOC(=O)Nc1nc(-c2ccc(F)cc2F)cs1
  A: -1.5% | B: 0% | C: 5% | D: -10% | E: 0% | F: -1% | G: -11% | H: -8%
COc1ccc(OCC(=O)NC2CC(C)(C)NC(C)(C)C2)cc1
  A: 0.3% | B: -8%[46.1 µM] | C: 2% | D: -5% | E: -22% | F: 3% | G: -2% | H: 5%
Cc1ccc(OCCNC(=O)C2CC(=O)N(c3ccc(C)cc3)C2)cc1 (stereo unspecified)
  A: -1.0% | B: -12%[46.1 µM] | C: -5% | D: -14% | E: -3% | F: -2% | G: 2% | H: -1%
Cc1cc(C)cc(N2C(=O)c3nccnc3C2=O)c1
  A: -0.8% | B: 13% | C: 0% | D: 4% | E: -4% | F: 0% | G: 10% | H: 1%
CCCCn1c(N)c(N(CCC(C)C)C(=O)COC(=O)c2ccccc2)c(=O)[nH]c1=O
  A: 0.3% | B: -9% | C: 5% | D: 0% | E: -3% | F: -1% | G: -13% | H: -6%
CN(C)CCCN(Cc1cc2cc3c(cc2[nH]c1=O)OCO3)C(=S)Nc1ccccc1
  A: -3.1% | B: -35% | C: 5% | D: -2% | E: -1% | F: -4% | G: 2% | H: 8%
C=CCNC(=S)N(Cc1ccccc1)Cc1ccc(F)cc1
  A: -1.7% | B: -55% | C: -5% | D: -13% | E: 6% | F: -3% | G: 14% | H: 7%
CCc1nnc(NC(=O)c2cccc(S(=O)(=O)N(C)c3ccc(OC)cc3)c2)s1
  A: -4.8% | B: -30% | C: 4% | D: -15% | E: -1% | F: 0% | G: -3% | H: -7%
O=C(CSc1nnc(COc2cccc3ccccc23)o1)N1CCN(C(=O)c2ccco2)CC1
  A: 0.0% | B: -12%[46.1 µM] | C: 7% | D: 0% | E: -8% | F: -5% | G: -8% | H: 8%
CCSc1nnc(N(CCC#N)CCC#N)s1
  A: -7.2% | B: 8%[46.1 µM] | C: 7% | D: 6% | E: -7% | F: 2% | G: -12% | H: 2%
COc1ccc(CN(C)CC(=O)Nc2ccccc2C(F)(F)F)c(OC)c1
  A: -0.9% | B: -6% | C: -3% | D: 3% | E: 2% | F: 0% | G: 22% | H: -9%
CC(=O)N1CCN(C(=S)NC(=O)c2c(-c3ccccc3Cl)noc2C)CC1
  A: 6.5% | B: 2% | C: 1% | D: -9% | E: -1% | F: -1% | G: -1% | H: 2%
OC1(C2(O)CC(c3ccccc3)ON2)CCCCC1 (stereo unspecified)
  A: -2.0% | B: 8%[46.1 µM] | C: 4% | D: 5% | E: -5% | F: -2% | G: 3% | H: -8%
CCOc1ccc(NC(=O)Cn2c(=O)n(CCCCC(=O)NCCc3ccc(Cl)cc3)c(=O)c3ccccc32)cc1
  A: -0.9% | B: . | C: ? | D: -13% | E: -2% | F: -8% | G: . | H: .
O=C(/C=C\c1ccco1)Nc1cc([N+](=O)[O-])ccc1F
  A: 3.5% | B: 5% | C: -10% | D: -3% | E: 9% | F: -1% | G: 15% | H: 4%
CC(C)CNC(=O)/C=C/C(=O)O
  A: 0.0%&6.2% | B: 8%&17% | C: -1%&8% | D: 7%&4% | E: -2%&2% | F: -5%&-1% | G: 14%&3% | H: 3%&-3%
Cc1ccc(-c2c[n+](CC(=O)OCc3ccccc3)c3n2CCC3)cc1
  A: -0.8% | B: 8% | C: 0% | D: 9% | E: -1% | F: 1% | G: 11% | H: 5%
O=C(Nc1ccc2c(c1)OCO2)c1cnn2cccnc12
  A: 1.1% | B: -21%[46.1 µM] | C: 3% | D: -7% | E: -4% | F: -3% | G: -1% | H: 10%
O=C(Nc1ccc(Oc2ccc(Cl)cc2)cc1)c1ncn[nH]1
  A: -0.5% | B: -10%[46.1 µM] | C: -7% | D: -3% | E: 2% | F: 0% | G: -2% | H: 1%
N#Cc1nc(COc2ccc(-c3ccccc3)cc2)oc1NCCCN1CCOCC1
  A: -1.0% | B: -9%[46.1 µM] | C: 12% | D: -29% | E: 1% | F: -1% | G: -10% | H: -5%
Cc1ccc(Cl)cc1N1CCN(C(=O)Cn2ccc3ccccc3c2=O)CC1
  A: -1.0% | B: -16%[46.1 µM] | C: 4% | D: -5% | E: 0% | F: 0% | G: 1% | H: -1%
Cc1ccc(Cn2c(CNS(=O)(=O)c3ccc(C(C)(C)C)cc3)nc3cccnc32)cc1
  A: 0.0% | B: . | C: 7% | D: -19% | E: 2% | F: -4% | G: . | H: .
Cc1cc(C)cc(Oc2coc3c(CN4CCN(C)CC4)c(O)ccc3c2=O)c1
  A: 0.8% | B: . | C: 1% | D: -25% | E: -1% | F: -6% | G: . | H: .

Among those listed so far, these have two or more sulfur atoms.
Abbreviations – A = Epigenetic reg; B = NPSR antag; C = Tau fibril FP; D = Tau fluor cs; E = TRb SRC2 PPI; F = TexasRed fluor; G = CBFb RUNX1 block; H = GLA spleen mod
O=S(=O)(c1ccc(-c2csc(-c3cccnc3)n2)cc1)N1CCCCC1
  A: 0.0% | B: ? | C: -6% | D: -30% | E: -6% | F: 0% | G: 9% | H: 9%
CCn1c(CSc2nc3ccccc3s2)nnc1SCC(=O)NCC(=O)OC
  A: 2.7% | B: -6%[46.1 µM] | C: 2% | D: -5% | E: 4% | F: 0% | G: 2% | H: -1%
CCc1nnc(NC(=O)c2cccc(S(=O)(=O)N(C)c3ccc(OC)cc3)c2)s1
  A: -4.8% | B: -30% | C: 4% | D: -15% | E: -1% | F: 0% | G: -3% | H: -7%
CCSc1nnc(N(CCC#N)CCC#N)s1
  A: -7.2% | B: 8%[46.1 µM] | C: 7% | D: 6% | E: -7% | F: 2% | G: -12% | H: 2%
